# Compound activity (PubChem BioAssay)
# PTPN22 inh 2: blocks human PTPN22 phosphatase activity; Q9Y2R2; recombinant LYP catalytic domain, DiFMUP fluorescence; actives 0.21% (n = 96,000); inhibition, % at 2 µM;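 active means inhibition at 2 µM at or above a set limit, the screen mean plus 3 SD, cut at about 24% in these data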;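 further: 0% = DMSO with enzyme and 100% = enzyme fully blocked by orthovanadate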
# Target sequence (Q9Y2R2 whole entry, looked up, the tested form may be a part): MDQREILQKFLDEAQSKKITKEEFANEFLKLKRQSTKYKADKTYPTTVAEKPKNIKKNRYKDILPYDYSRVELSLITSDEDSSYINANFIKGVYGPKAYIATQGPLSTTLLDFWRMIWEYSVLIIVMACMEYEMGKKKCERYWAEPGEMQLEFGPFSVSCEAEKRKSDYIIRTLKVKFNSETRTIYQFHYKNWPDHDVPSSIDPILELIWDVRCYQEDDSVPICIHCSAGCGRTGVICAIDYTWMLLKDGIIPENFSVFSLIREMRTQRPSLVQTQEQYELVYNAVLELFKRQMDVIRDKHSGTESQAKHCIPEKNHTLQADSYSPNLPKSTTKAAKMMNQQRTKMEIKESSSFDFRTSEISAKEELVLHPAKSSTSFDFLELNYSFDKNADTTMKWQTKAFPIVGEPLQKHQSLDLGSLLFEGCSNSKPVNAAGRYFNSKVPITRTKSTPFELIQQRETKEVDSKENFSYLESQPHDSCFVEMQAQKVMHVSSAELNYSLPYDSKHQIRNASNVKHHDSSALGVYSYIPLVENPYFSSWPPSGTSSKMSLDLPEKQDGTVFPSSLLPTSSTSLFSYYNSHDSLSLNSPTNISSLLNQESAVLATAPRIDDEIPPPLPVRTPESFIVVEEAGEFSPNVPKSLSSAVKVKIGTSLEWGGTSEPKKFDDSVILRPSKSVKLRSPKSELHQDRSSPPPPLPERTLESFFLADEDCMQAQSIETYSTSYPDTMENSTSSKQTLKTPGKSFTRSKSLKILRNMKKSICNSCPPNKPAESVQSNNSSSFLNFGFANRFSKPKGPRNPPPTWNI
# FAK inh: FAK (human) kinase inhibition | Q05397 | biochemical FAK kinase activity assay | inhibition, %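 (tested at 7 µM)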 | actives 0.84% (n = 97,000); in the data active means inhibition above about 19%;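 further: 0% = DMSO and 100% = reference compound high control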
# IL1B cytotox: toxic to HUVEC cells under IL-1B stimulation; HUVEC cell count loss, Hoechst imaging, IL-1B stimulated; cell count reduction, % at 2 µM; actives 0.41% (n = 94,000);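 active means cell count reduction more than 3 SD above the screen-wide mean, cut at about 70% in these data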;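 further: normalized per plate to untreated control cells as the no-loss baseline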
# PTPN22 act: LYP (human) phosphatase activation; Q9Y2R2; recombinant LYP, DiFMUP fluorescence; 0 = plate median, 100 = signal doubled; activation, % at 2 µM; actives 0.11% (n = 96,000);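 active means activation at 2 µM above a set limit, the mean plus 5 SD, cut at about 37% in these data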
# ERa SRC1 inh: blocks coactivator binding to human estrogen receptor alpha | TR-FRET ER-alpha LBD / SRC-1 peptide, estradiol-bound | P03372 | actives 1.7% (n = 86,000) | inhibition, % at 25.6 µM; in the data active means inhibition above about 50%;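 further: 0% = receptor plus peptide control and 100% = peptide only without receptor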
# Pyk2 oligo antag: Pyk2 (human) oligomerization antagonism; Q14289; z-score (the deposit names both 25 µM and 10 µM); Q293 cells, Pyk2 FERM NanoBiT luminescence; stronger effect = lower value; actives 0.83% (n = 99,000);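 active means Z-score of -3 or lower, scaled per plate to the spread of control and sample wells; inactive means z-score above -3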;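 further: negative z-score means lost luminescence so less FERM oligomerization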
# HUVEC tox TNFa: toxic to HUVEC cells under TNF alpha stimulation; HUVEC TNFalpha-stimulated, Hoechst cell count, imaging; cell count reduction, % at 2 µM; actives 0.17% (n = 93,000); AID 848;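 active means cell count reduction exceeding the screen mean by over 5 SD, scaled to untreated wells per plate, cut at about 78% in these data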;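 further: cells counted after 24 h of TNF alpha exposure following the 1 h pretreatment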
# VCAM1 TNFa inh: reduces TNF alpha induced VCAM1 expression in HUVEC; actives 0.48% (n = 95,000); HUVEC TNFa-induced VCAM-1 immunofluorescence, high-content imaging; AID 802; inhibition, % at 2 µM;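 active means inhibition above the batch mean plus 3 SD, with images confirmed as a hit by eye, cut at about 37% in these data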;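 further: 0% = TNF-stimulated DMSO wells and 100% = unstimulated control wells; not every result past the cut was called active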
# F-actin modifier: cytoskeleton assembly modification | actives 0.18% (n = 91,000) | HUVEC TNFa F-actin phalloidin imaging, high content | AID 836 | inhibition, % at 2 µM;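 active means inhibition above the batch mean plus 3 SD and confirmed as a hit by visual image inspection, cut at about 30% in these data, passing the limit was not always enough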; further: strong numbers were not always called active
# Starred values were filed as active, the others as inactive; . = no result given; [ ] = dose if it differs, or a comment. Rows are unselected; overall some 3.8% were active at least once.
cpd	Molecule	PTPN22 inh 2	FAK inh	IL1B cytotox	PTPN22 act	ERa SRC1 inh	Pyk2 oligo antag	HUVEC tox TNFa	VCAM1 TNFa inh	F-actin modifier
1	O=C(Nc1cc(Sc2ccccn2)cc([N+](=O)[O-])c1)c1ccc([N+](=O)[O-])cc1	8	5	-43	-4	.	-1.7	-30	11	1
2	O=C(O)c1c(Cl)c(Cl)c(Cl)c(Cl)c1C(=O)N1CCCC1	2	5	-2	0	-9	0.48	-31	-7	13
3	CCOC(=O)c1c(C(C#N)C#N)cc(C)nc1C	-3	5	12	1	-13	-0.87	-10	-8	-2
4	O=C(CCSCCc1ccncc1)NCCCN1CCOCC1	2	0	4	-3	-2	2.4	-2	10	33
5	COC(=O)c1[nH]c2cc(OC)ccc2c1NC(=O)CCN1CCN(Cc2ccc3c(c2)OCO3)CC1	-4	6	-57	2	4	1.8	8	-23	-47
6	CC(C)OC(=O)NCCOC(=O)Nc1cccc(Cl)c1	0	5	-11	0	-1	0.15	-46	12	25
7	C=CCN=C(NC#N)SCC(=O)c1cccc(OC)c1	5	11	4	-6	-17	-1.3	-6	11	-7
8	CC(C)Oc1ccc(-c2cc(C(=O)NCCN3CCOCC3)c3ccccc3n2)cc1	-4	-2	-22	6	-8	0.31	-17	-2	22
9	Cc1ccc(C(=O)Nc2ccc(CC(=O)O)cc2)o1	-8	-2	-7	10	9[fluorescence artefact?]	-0.42	-11	-3	0
10	O=C(Nc1c(F)cc(F)cc1Br)c1cc2nc(C(F)F)cc(C(F)F)n2n1	-1	-3	8	4	-6	0.2	-13	-4	-3
11	Cc1ccc(O)c(NC(=O)c2cc3nc4c(c(C(F)(F)F)n3n2)CCc2ccccc2-4)c1	14	-3	6	-10	.	0.4	-30	6	55
12	COc1ccc(NC(=O)C2CCCN(c3c4c(nc5ncnn35)CCC4)C2)cc1OC (configuration not stated)	-10	-1	-7	8	9[fluorescence artefact?]	1.4	-7	-2	6
13	CC(C(=O)NCc1ccc2c(c1)OCO2)N1c2cccc3cccc(c23)S1(=O)=O (configuration not stated)	6	6	33	-3	15	-0.65	-29	-30	6
14	CC1(C)Cc2ccccc2-c2nnc(-c3ccc(O)cc3)n21	0	-4	-20	-2	12	-0.3	-8	-2	-10
15	O=C(NCc1ccccn1)c1ccc(N2CCCC2=O)cc1	-3	7	-5	0	-4	-0.08	2	-15	-14
16	Cc1cc(C)n(-c2nc(NCCC(C)C)c3c4c(sc3n2)COC(C)(C)C4)n1	16	0	5	-15	-3	-0.9	13	16	-9
17	Nc1nnc(CC(=O)NCc2ccccc2)s1	-30	-1	-17	28	-8	0.28	-6	-21	2
18	Cc1ccc2c(CC(=O)N3CCN(S(=O)(=O)c4cccs4)CC3)coc2c1	-2	-1	-12	4	.	0.22	-16	-6	4
19	O=C1CC(N2CCN(c3ccc(Cl)c(Cl)c3)CC2)C(=O)N1 (configuration not stated)	-6	3	8	4	-5	0.5	13	4	10
20	Cn1c(NC(=O)C2CC2)cc(=O)n(C)c1=O	-20	-5	-14	15	8[fluorescence artefact?]	.	-4	5	-12
21	CCOc1ccc2nc(NCCCNS(=O)(=O)c3ccccc3)c(C#N)cc2c1	4	-2	-36	-5	9[fluorescence artefact?]	0.43	-14	-16	-5
22	O=C(Cn1c(C(F)(F)F)nc2ccccc21)Nc1ccccc1N1CCOCC1	-5	-1	0	8	-4	-0.25	-13	-12	-5
23	COc1ccc(CCN(C(=O)COc2ccccc2)c2nc(-c3ccccc3)cs2)cc1OC	16	1	1	-13	.	0.35	-9	9	-22
24	Cc1cc(OCC(=O)Nc2ccc(N3CCN(C(=O)c4ccco4)CC3)cc2)cc(C)c1Cl	16	69*	-14	-12	.	-0.4	6	4	-34
25	O=C(Nc1ccc(Br)cn1)c1ccc2nccnc2c1	3	10	20	-4	10[fluorescence artefact?]	1.6	17	-15	-24
26	Cc1cc(C)c2nc(N3CCN(C)CC3)c(C#N)cc2c1	1	-4	17	-3	-1	-0.17	-7	-7	17
27	COc1cc(C(=O)NCCOc2ccccc2)c(Br)c(OC)c1OC	5	-7	-37	-2	.	0.53	-10	0	4
28	CCNC(=O)c1c(O)c2cccc3c2n(c1=O)CC3	8	10	-1	-11	-6	-1	-8	-14	7
29	COc1ccc(-c2cc(C(F)(F)F)c(C#N)c(SCC(=O)Nc3ccccc3C#N)n2)cc1	-6	-3	-7	12	.	.	5	-8	-23
30	O=C(O)c1cccc(Cn2c(Cl)c(/C=N/NC(=O)c3ccccc3)sc2=O)c1	-3	0	-7	6	-3	-0.72	-13	20	3
31	CC1CCCCC1n1c(=S)[nH]c2ccccc2c1=O (configuration not stated)	1	4	-3	-4	7	-1.4	1	1	-3
32	CCOc1ccc(-c2nnc3n2N=C(c2ccc(OC)cc2)CS3)cc1	-1	2	-37	-1	5	0.17	-24	8	-19
33	Cc1ccc(NC(=O)c2ccc(Cl)c(N3C(=O)C=CC3=O)c2)cc1	0	-9	-11	5	.	0.05	-15	-22	-5
34	CCOc1ccc(-c2nc(C)c(C(C)=O)n2O)cc1	-8	0	2	7	17	0.35	-8	-5	1
35	O=c1ncn(-c2ccc(F)cc2)c2ncccc12	0	0	18	3	.	0.35	-16	-2	0
36	CC(C)c1ccc(OCc2nc(-c3ccccn3)no2)c(Br)c1	9	4	-15	-10	-1	-1.2	-8	5	-8
37	Cc1ccc(NC(=O)CSc2nnc(Cc3cccn3C)n2-c2ccc(F)cc2)cc1	-10	-5	-10	7	-1	.	-21	4	7
38	CC(=O)N(Cc1ccccc1)c1ccc(C(=O)O)cc1	1	-2	-4	-4	5	-0.38	-18	12	2
39	O=C1CCc2cc(S(=O)(=O)N3CCN(c4cccc(C(F)(F)F)c4)CC3)ccc2N1	-1	-4	-24	0	18[fluorescence artefact?]	0.3	-18	-5	2
40	COC(=O)CSc1nc2ccccc2c(=O)n1C	-12	5	-19	10	2	0.62	0	0	-10

# In a second layout: 4 of the compounds above.
26. Cc1cc(C)c2nc(N3CCN(C)CC3)c(C#N)cc2c1
  PTPN22 inh 2: 1; FAK inh: -4; IL1B cytotox: 17; PTPN22 act: -3; ERa SRC1 inh: -1; Pyk2 oligo antag: -0.17; HUVEC tox TNFa: -7; VCAM1 TNFa inh: -7; F-actin modifier: 17

34. CCOc1ccc(-c2nc(C)c(C(C)=O)n2O)cc1
  PTPN22 inh 2: -8; FAK inh: 0; IL1B cytotox: 2; PTPN22 act: 7; ERa SRC1 inh: 17; Pyk2 oligo antag: 0.35; HUVEC tox TNFa: -8; VCAM1 TNFa inh: -5; F-actin modifier: 1

23. COc1ccc(CCN(C(=O)COc2ccccc2)c2nc(-c3ccccc3)cs2)cc1OC
  PTPN22 inh 2: 16; FAK inh: 1; IL1B cytotox: 1; PTPN22 act: -13; ERa SRC1 inh: .; Pyk2 oligo antag: 0.35; HUVEC tox TNFa: -9; VCAM1 TNFa inh: 9; F-actin modifier: -22

28. CCNC(=O)c1c(O)c2cccc3c2n(c1=O)CC3
  PTPN22 inh 2: 8; FAK inh: 10; IL1B cytotox: -1; PTPN22 act: -11; ERa SRC1 inh: -6; Pyk2 oligo antag: -1; HUVEC tox TNFa: -8; VCAM1 TNFa inh: -14; F-actin modifier: 7

# The list goes on:
cpd	Molecule	PTPN22 inh 2	FAK inh	IL1B cytotox	PTPN22 act	ERa SRC1 inh	Pyk2 oligo antag	HUVEC tox TNFa	VCAM1 TNFa inh	F-actin modifier
41	Cn1c(=N)c(S(=O)(=O)c2ccc(F)cc2)cc2c(=O)n3ccccc3nc21	-13	0	-8	13	3	-0.31	-7	7	-10
42	CCOC(=O)C1CCN(C(=O)Nc2ccc3nc(-c4ccco4)c(-c4ccco4)nc3c2)CC1	3	93*	46	-4	96*[fluorescence artefact?]	-1.2	-15	3	9
43	COc1ccnc(NCc2ccc(Cl)cc2)c1C#N	-3	3	-5	6	.	-3.6*	-16	3	25
44	Cc1ccc(-n2nc(C)c3c2OC(N)=C(C#N)C3c2ccc(C)o2)cc1 (configuration not stated)	2	-2	-26	-2	-14	0.09	-18	-1	-5
45	CCNS(=O)(=O)c1ccc(CCC(=O)Nc2cc(Cl)ccc2Oc2ccccc2)cc1	4	0	12	0	.	0.4	-2	0	-1
46	COc1ccc(NS(=O)(=O)CC23CCC(CC2=O)C3(C)C)cc1 (configuration not stated)	-4	-6	-14	0	6	-0.04	-8	2	6
47	COc1ccc2c(C)cc(SCC(=O)N3CCOCC3)nc2c1	-5	0	-30	1	23[fluorescence artefact?]	1	-8	-140	-48
48	O=C(O)c1ccc2cc[nH]c2c1	-11	1	.	8	-4	0.3	-15	11	16
49	CCCCCCCCCCn1c2c(c(=N)c3c1CCC3)CCC2	5	8	-5	-8	41	-1.3	14	87*	-43
50	Cc1ccc(N(Cc2ccco2)C(=O)c2cccc(S(=O)(=O)N(C)C)c2)cc1	4	2	15	-2	5	0.07	13	22	2
51	c1ccc2c3c(cc(N4CCOCC4)c2c1)OC1(N2CCOCC2)CCCCC1O3 (configuration not stated)	-6	-4	0	4	-14	-0.25	-15	3	28
52	O=C(Cn1nnc2ccccc2c1=O)NC1CCCc2ccccc21 (configuration not stated)	6	0	-162	-6	-6	0.03	-3	3	10
53	CCOc1ccc(NC(=S)N(Cc2ccc(N(C)C)cc2)Cc2ccco2)cc1	-11	1	-12	15	.	-0.68	13	19	-8
54	COc1ccccc1-c1nn2c(C(F)(F)F)nnc2s1	-2	6	4	1	-6[fluorescence artefact?]	-0.38	-4	-5	.
55	CCOC(=O)c1[nH]c(C)c(C(=O)N(CC)CC)c1C	-2	-2	12	-1	2	.	-16	-3	-2
56	O=C(c1cc2nc(-c3cccs3)cc(C(F)(F)F)n2n1)N1CCCc2ccccc21	15	-2	.	-10	.	-2.4	-14	-4	-33
57	C=CCn1c(SC2CCOC2=O)nc2sc(C)c(C)c2c1=O (configuration not stated)	3	0	12	-2	10	1	-20	1	-10
58	O=C1NC(c2ccncc2)Nc2ccccc21 (configuration not stated)	-4	-1	14	2	1	.	-8	4	52
59	Cc1cc(C)n(-c2nnc(C)n2NS(=O)(=O)c2ccc(F)cc2)n1	5	-8	9	-6	0[fluorescence artefact?]	0.62	.	.	-10
60	CSc1nsc(SCC(=O)Nc2ccc(C(C)=O)cc2)n1	2	3	-8	-2	20[fluorescence artefact?]	2	-5	-2	-11
61	CC(C)C(=O)Nc1cc(C(F)(F)F)ccc1N1CCOCC1	12	-3	-17	-9	-5	1.2	-1	-9	-5

# One compound at a time, as listed above:
# O=C(O)c1ccc2cc[nH]c2c1 is listed with PTPN22 inh 2: -11; FAK inh: 1; IL1B cytotox: .; PTPN22 act: 8; ERa SRC1 inh: -4; Pyk2 oligo antag: 0.3; HUVEC tox TNFa: -15; VCAM1 TNFa inh: 11; F-actin modifier: 16
# CC(C)C(=O)Nc1cc(C(F)(F)F)ccc1N1CCOCC1 is listed with PTPN22 inh 2: 12; FAK inh: -3; IL1B cytotox: -17; PTPN22 act: -9; ERa SRC1 inh: -5; Pyk2 oligo antag: 1.2; HUVEC tox TNFa: -1; VCAM1 TNFa inh: -9; F-actin modifier: -5
